# Wnt bcat act – activators of Wnt/beta-catenin signaling | activation, % at 9.35 µM | Wnt/beta-catenin reporter cell assay, activator, plate reader | 1.2% of 300,000 active; in the data active means activation above about 30%, passing the limit was not always enough;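 further: 0% = neutral control wells and 100% = positive control wells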
# phage Ecoli inh – E. coli growth loss with phage present; growth absorbance; inhibition, % at 11.9 µM; 0.26% of 360,000 active; in the data active means inhibition above about 11%
# An asterisk follows results filed as active. Only part of the results is shown; rates above refer to the full screens.
Structure | Wnt bcat act | phage Ecoli inh
Cc1noc(C)c1NC(=O)N(C)C[C@H]1OCc2cnnn2CCCC(=O)N([C@H](C)CO)C[C@@H]1C | 0 | 4.3
O=C(O)c1ccc(-c2cccc(-c3nn4c(=O)cc(N5CCNCC5)nc4s3)c2)cc1 | -2 | 2.1
COc1ncnc2c1ncn2CCCN(CCCc1ccccc1)CCCn1cnc2c(OC)ncnc21 | -2 | 1.8
O=C(C(=O)N1CCC(CNS(=O)(=O)Cc2ccccc2)CC1)c1cc2ccccc2o1 | -4 | 1.6
CN(C)c1ccc(C=Cc2nccc3ccccc23)cc1 | 3 | 1.1
COc1cccc(-c2ccc3c(c2)C2CC3CCN2C(=O)c2ccc(-c3ccccc3)cc2)c1 (stereo not drawn) | -2 | 4.8
S=C(SCc1cc(Cl)cc2c1OCOC2)N1CCSCC1 | -1 | 4.2
COc1ccc(C(=O)c2[nH]c(N)c(C(=O)c3c[nH]c4ccccc34)c2-c2ccc(F)c(OC)c2)cc1 | -2 | 2.2
COc1ccc(NC(=O)c2sc(=O)n(Cc3ccccc3C#N)c2C)cc1OC | -7 | -1.4
CCCCNC(=O)C1(C)CCCCN1C(=O)c1c(F)ccc(C)c1F (stereo not drawn) | 0 | 2.5
O=C(COC(=O)c1ccc(F)c(S(=O)(=O)N2CCOCC2)c1)Nc1ccc(Cl)cn1 | -1 | 3.2
Cc1ccc2c(c1)C(=O)N1c3cc(C)c(C)cc3NC(=O)C1C(=O)N2 (stereo not drawn) | -1 | 1.8

# (more compounds)
Structure | Wnt bcat act | phage Ecoli inh
Cc1ccc(C(=O)N2CCC[C@@H]2C(=O)N2CCC[C@@H]2C(=O)NCc2ccccc2)cc1 | 3 | 2.2
C[C@H](CO)N1C[C@H](C)[C@H](CN(C)S(=O)(=O)c2cccc(C#N)c2)OCc2cnnn2CCCC1=O | -1 | 4.4
C[C@H](c1ccccc1)N1C[C@@H](COCc2ccccc2)Oc2cc(N3CC[C@H](N(C)C)C3)ccc2S1(=O)=O | -4 | 3.4
C[C@H](O)[C@@H]1CN2CCc3ccc(-c4ccc5c(c4)OCO5)cc3[C@@H]2C[C@@H]1N(C)C(=O)c1cccc(Cl)c1 | 14 | 1.4
CCCCc1c(-c2ccccc2OC)ncn1Cc1cc(F)ccc1F | -6 | 2.9
CCOC(=O)C1(C)CCCCCN1C(=O)c1snnc1C (stereo not drawn) | -3 | 0.8
Cc1ccc(OCCC(=O)OCC(=O)NC2CCCCC2)cc1 | -3 | 1.6
CCCCCn1nnnc1-c1nc2cc(C)c(C)cc2[nH]c1=O | -3 | 3.0
COC12CC(=O)C(C(C)=O)=C(O)C1(C)c1c(O)c(C)c(O)c(C(C)=O)c1O2 (stereo not drawn) | 0 | 0.9
C[C@H](NC(=O)c1[nH]cnc1C(=O)N[C@@H](C)CO)c1ccccc1 | -1 | 4.8
COC(=O)[C@]12CCCCC=C1N(Cc1ccccc1)C(=O)[C@H](CC(=O)N1CCCC1)C2 | -1 | 2.8
COc1cc(Cn2c3ccc(NC(=O)NCCc4ccccc4)cc3c(=O)n2C)ccc1F | 4 | 3.6

# New compounds follow
Structure | Wnt bcat act | phage Ecoli inh
COc1ccc(Br)c(Cn2c(C)c(C(=O)NCc3ccccc3C(F)(F)F)sc2=O)c1 | -6 | 0.1
COc1cccc(-c2cnc(C(O)c3cc(F)cc(Cl)c3)[nH]2)c1 (stereo not drawn) | 20 | 7.9
CCOC(=O)C1(C)CCN1C(=O)c1ccccc1C(F)(F)F (stereo not drawn) | -5 | 3.8
CC(Oc1ccc(Cl)cc1)C(=O)Nc1cccc(S(=O)(=O)N2CCCC2)c1 (stereo not drawn) | -2 | 1.6
C[C@H](O)[C@@H]1CN2CCc3c([nH]c4ccccc34)[C@@H]2C[C@@H]1N(C)C(=O)Nc1cc(Cl)cc(Cl)c1 | -3 | 2.0
CCC(c1nc2ccccc2[nH]1)n1c(-c2ccnc(Cl)c2)nc2ccccc21 (stereo not drawn) | -2 | 0.0
Cn1ncc2c1NC(c1ccc(F)cc1)SCC2=O (stereo not drawn) | -1 | -0.7
Cc1onc(-c2ccccc2)c1C(=O)N1CCC(C)(C(=O)O)C1 (stereo not drawn) | -5 | 5.1
O=C(Nc1ccc(F)cc1)C(c1cccc(F)c1)N1CCN(c2cccc(C(F)(F)F)n2)CC1 (stereo not drawn) | -6 | 4.0
COCCNc1nc(-c2ccc(OC)cc2C)c2sc(-c3ccccc3)cc2n1 | 0 | 1.4
CN(C)c1ccc(NC(=O)Nc2ccc3c(c2)c(=O)n(C)n3-c2ccccc2)cc1 | -1 | 1.9
Cc1c(C(=O)NCc2ccc(C(C)C)cc2)sc(=O)n1Cc1cccc(F)c1 | -4 | 0.8

# New compounds follow.
Structure | Wnt bcat act | phage Ecoli inh
C[C@@H]1CN([C@@H](C)CO)C(=O)CCCn2nncc2CO[C@H]1CN(C)C(=O)c1ccc2ccn(C)c2c1 | -3 | 4.5
COC(=O)[C@@]1(Cc2ccc(OC)cc2)[C@H]2c3cc(C(=O)N4CCCC4)n(Cc4ccc(Cl)c(C(F)(F)F)c4)c3C[C@H]2CN1C(=O)c1ccccc1 | -10 | 0.7
CN(Cc1c(F)cccc1Cl)C(=O)COC(=O)Cn1cnc2ccccc2c1=O | -3 | 3.2
Nc1c(OS(=O)(=O)c2ccccc2)cccc1OS(=O)(=O)c1ccccc1 | 60* | 3.5
COc1ccc(CC(N)c2csc(Nc3cccc(OC)n3)n2)cc1 (stereo not drawn) | 1 | 0.4
C[C@@H]1CN([C@@H](C)CO)S(=O)(=O)c2ccc(C#Cc3cccc(F)c3)cc2O[C@H]1CN(C)S(=O)(=O)c1cn(C)cn1 | -1 | 2.2
NC(=O)c1ccc(NCCc2cccs2)cc1 | 3 | 1.4
CC(=O)N1CCN(S(=O)(=O)c2cccc(C(=O)OCC(=O)NCc3ccccc3Cl)c2)CC1 | -1 | 1.6
COCc1cc(N2CCN(C(=O)OC(C)(C)C)C[C@@H]2C)ccc1N1CC[C@@H](O)C1 | -6 | 1.3
CCOC(=O)c1cc2c(OC)c(OC)ccc2c2[nH]cc(C#N)c(=O)c12 | 0 | 2.7
CC(=O)c1ccc(NS(=O)(=O)c2cccc3cccnc23)cc1 | 0 | 0.5
O=C(NC1CCCC1)[C@@H]1CCCN1C(=O)[C@@H](NC(=O)N1CCOCC1)c1ccccc1 | -2 | 0.9

# (list continues)
Structure | Wnt bcat act | phage Ecoli inh
CCNC(=O)C1(C)CCCN(Cc2cc3ccccc3o2)C1 (stereo not drawn) | -1 | 3.0
C[C@@H]1CN([C@H](C)CO)C(=O)CCCn2cc(nn2)CO[C@H]1CN(C)C(=O)Nc1ccc(N2CCCCC2)cc1 | -1 | 1.4
O=C(NCc1ccc(C(F)(F)F)cc1)c1ccc(-c2cccnc2)c2ccoc12 | 0 | 1.9
O=C(c1ccc(CS(=O)Cc2cccc(Cl)c2)o1)N1CCN(c2ccc(F)cc2)CC1 (stereo not drawn) | -6 | 4.1
CN1CCN(C(=O)c2cc3c(c(-c4cccc(-c5cccnc5)c4)n2)[C@@H](CCO)N(C(=O)CC2CC2)C3)CC1 | -1 | 0.5
CN1CCN(c2nc3cc(N4CCOCC4)ccc3s2)CC1 | 0 | 2.6
COC(=O)[C@]12C[C@H](CC(=O)N3CCOCC3)C(=O)N(Cc3ccccc3)C1=C[C@H](C(C)C)O[C@@H]2C1CC1 | 1 | 5.0
CC(O)(c1cccc(F)c1)c1nc(-c2ccncc2)cs1 (stereo not drawn) | -4 | 1.5
COc1ccc(CSC(=S)NNc2ccccc2)cc1 | -5 | 1.0
COc1ccc(NC(=O)CSc2nc3ccsc3c(=O)n2CCC(=O)O)cc1 | 4 | 4.6
CCCCN1CC(N2CCN(C)CC2)CS1(=O)=O (stereo not drawn) | -3 | 1.5
Cc1cc(C)cc(Cn2cc(CN3CC(N4CCN(CCO)CC4)CS3(=O)=O)nn2)c1 (stereo not drawn) | -1 | 0.6

# (list continues)
Structure | Wnt bcat act | phage Ecoli inh
Cc1csc(CN(C)C(=O)CC2C(=O)NCCN2Cc2ccccc2C)n1 (stereo not drawn) | -7 | 1.1
CCOC(=O)N1CCN(C(=O)C[C@H]2C[C@@]3(C(=O)OC)C(=C[C@H](COCc4ccccc4)O[C@@H]3C)N(Cc3ccc4c(c3)OCO4)C2=O)CC1 | 1 | 2.6
CC1(C(=O)NS(=O)(=O)c2ccccc2Cl)CCN1C(=O)C1(c2ccc(Cl)cc2)CC1 (stereo not drawn) | 0 | 1.6
O=[N+]([O-])c1ccc(-c2cn(-c3ccc(Cl)cc3)cn2)cc1 | 5 | 2.2
Cc1ccccc1C(=O)NC1CCCCN(C)C1=O (stereo not drawn) | 0 | 3.0
COc1ccc(C2=Cc3ccccc3C(CC(=O)C3CC3)N2c2ccc(-c3cc(OC)c(OC)c(OC)c3)cc2)cc1 (stereo not drawn) | 0 | -2.2
C[C@H]1CN([C@@H](C)CO)C(=O)CCCn2cc(nn2)CO[C@@H]1CN(C)S(=O)(=O)c1ccc(Oc2ccccc2)nc1 | -2 | 3.7
CCCCc1c(-c2ccccc2OC)ncn1Cc1ccc(-c2ccccc2)cc1 | -5 | 1.8
CNc1ncn(-c2c(C)cccc2C)c(=O)n1 | -10 | 3.4
Cc1ccc(CN2CC(N3CCC[C@@H]3C)CS2(=O)=O)cc1 (stereo partly drawn) | -3 | 0.4
CCOC1=C2[C@@H](CN(S(=O)(=O)c3ccc(C)cc3)[C@H]2c2ccccc2F)[C@H]2C(=O)NC(=O)[C@H]2C1 | -1 | 1.9
O=C(Nc1ccccc1F)c1nc[nH]c1C(=O)NCc1ccccc1 | -2 | 0.6

# (further entries)
Structure | Wnt bcat act | phage Ecoli inh
CCC1(CC)NC(=O)N(CC(=O)OC(C)C(=O)Nc2ccc(S(N)(=O)=O)cc2)C1=O (stereo not drawn) | -1 | 2.2
Cn1c(=O)n(C)c2cc(CNC(=O)[C@H]3O[C@@H](n4cnc5c(N)ncnc54)[C@H](O)[C@@H]3O)ccc21 | -1 | 3.7
COCCCn1cc(CN2CC(N(C)C)CS2(=O)=O)nn1 (stereo not drawn) | -4 | 0.8
CC1(Cc2ccccc2Cl)C(=O)Nc2cc(-c3ccccc3Cl)ccc21 (stereo not drawn) | 0 | 2.4
C[C@@H]1CN([C@H](C)CO)C(=O)c2cc(C#CC(C)(C)O)cnc2O[C@@H]1CN(C)C(=O)C1CC1 | -1 | 3.1
C(=C\c1ccccc1)/CN1CCN(C(c2cccs2)c2nnnn2C2CCCC2)CC1 (stereo not drawn) | -2 | 1.2
COc1cccc(C2=Cc3ccc(F)cc3C(CC(C)=O)N2c2ccc(-c3cncnc3)cc2)c1 (stereo not drawn) | 2 | 2.5
CC(C)(C)S(=O)N1Cc2cc(C(=O)NCc3ccc(Oc4ccccc4)cc3)nc(-c3cccc(-c4cc5ccccc5o4)c3)c2[C@H]1CCO (stereo partly drawn) | -3 | 3.2
OCCNc1ncnc2c1ncn2[C@H]1CN(Cc2ccc3c(c2)OCO3)C[C@@H](CO)O1 | -1 | -1.9
O=[N+]([O-])c1ccc(S(=O)(=O)NCC(c2ccc3c(c2)OCO3)N2CCOCC2)cc1 (stereo not drawn) | 0 | 0.9
C[C@@H]1CN([C@H](C)CO)C(=O)CCCn2nncc2CO[C@H]1CN(C)Cc1ccc2c(c1)OCO2 | -4 | 5.4
C=C(C)Cn1c2ccc(NC(=O)CCc3cccnc3)cc2c(=O)n1C | -1 | 2.3

# A draw from above in order of count of non-hydrogen atoms, ascending:
Structure | Wnt bcat act | phage Ecoli inh
O=[N+]([O-])c1ccc(-c2cn(-c3ccc(Cl)cc3)cn2)cc1 | 5 | 2.2
C=C(C)Cn1c2ccc(NC(=O)CCc3cccnc3)cc2c(=O)n1C | -1 | 2.3
CCC(c1nc2ccccc2[nH]1)n1c(-c2ccnc(Cl)c2)nc2ccccc21 (stereo not drawn) | -2 | 0.0
COCc1cc(N2CCN(C(=O)OC(C)(C)C)C[C@@H]2C)ccc1N1CC[C@@H](O)C1 | -6 | 1.3
CC1(C(=O)NS(=O)(=O)c2ccccc2Cl)CCN1C(=O)C1(c2ccc(Cl)cc2)CC1 (stereo not drawn) | 0 | 1.6
COc1cc(Cn2c3ccc(NC(=O)NCCc4ccccc4)cc3c(=O)n2C)ccc1F | 4 | 3.6
COC(=O)[C@]12C[C@H](CC(=O)N3CCOCC3)C(=O)N(Cc3ccccc3)C1=C[C@H](C(C)C)O[C@@H]2C1CC1 | 1 | 5.0

# More results follow:
Structure | Wnt bcat act | phage Ecoli inh
COC(=O)C1=C(C)N(Cc2ccc(Cl)cc2)C(=S)NC1c1ccc(Cl)cc1 (stereo not drawn) | -5 | 3.3
COc1ccccc1N1CCN(S(=O)(=O)CCNC(=O)COc2ccccc2)CC1 | 2 | 2.0
OC(c1cccc(F)c1)c1ncc(-c2ccc3ccccc3c2)[nH]1 (stereo not drawn) | 1 | 2.5
CCCc1c(C(=O)N/N=C/C=C/c2ccccc2)nnn1-c1nonc1N | -1 | 2.8
CC(C)N1CCN(c2ccncc2S(=O)(=O)N2CCN(C)CC2)CC1 | -2 | 1.7
COc1cc2c(c(OC)c1OC)C1(CCCCC1)CC2NC(=O)c1ccncc1 (stereo not drawn) | 0 | -0.2
CCn1c(SCC(=O)NC2CCCC2)nc2c(c1=O)SCC2 | -1 | 1.2
O=C1NC[C@@H](CCCCN2C[C@H](Cc3ccccc3)N(CC3CCCCC3)C(=O)C2=O)N(CCc2ccc(O)cc2)C1=O | 5 | 0.2
Cn1ccc2c(-c3ccc4[nH]ccc4c3)cc3c(c21)C1CCC3O1 (stereo not drawn) | -1 | 2.9
CC(C)CC1C(=O)N(Cc2cn(Cc3ccco3)nn2)CCS(=O)(=O)N1Cc1ccc(-c2ccc(F)cc2)cc1 (stereo not drawn) | -1 | 2.1
O=C(/C=C(\Nc1cccc(Cl)c1)c1ccccc1)c1ccccc1 | 26 | 1.6
CC(C)N1CCCC(C)(C(=O)Nc2cccc(Oc3ccccc3)c2)C1 (stereo not drawn) | -1 | 0.6

# Following part.
Structure | Wnt bcat act | phage Ecoli inh
CCCCNC(=O)c1[nH]c(=O)cnc1-c1ccccc1 | -1 | 1.8
FC(F)(F)c1cc(Cl)c2nc(-c3ccc(Cl)cc3)c(Cc3ccsc3)n2c1 | 1 | 1.7
COc1ccccc1NC(=O)Nc1nc(C(N)C(C)C)cs1 (stereo not drawn) | -1 | -1.6
CC(C)(C)n1nnnc1C(c1ccccc1)N1CCN(c2ncc(C(F)(F)F)cc2Cl)CC1 (stereo not drawn) | -4 | 4.5

# Compound activity deposited in PubChem BioAssay by several laboratories.
